DNMT1 inh = human DNMT1 methyltransferase inhibitors, primary screen, biochemical, molecular beacon, fluorescence, HinP1I cleavage, uHTS. actives 0.83% (n = 360,000). DNA (cytosine-5)-methyltransferase 1 (Homo sapiens), P26358. inhibition (reported as % activation of signal), % at 10 µM; in the data active means inhibition above about 50%
SUMO1-SIM PPI = modulators of SUMO1 protein-protein interactions, primary screen, biochemical, uHTS; SUMO1 binding to a labelled peptide, TR-FRET, 1 h; actives 0.33% (n = 360,000); inhibition, % at 20 µM; in the data active means inhibition above about 37%
TbMetRS inhib = T. brucei MetRS inhibitors, primary screen, biochemical, luminescence | methionyl-tRNA synthetase (Trypanosoma brucei brucei) | actives 0.4% (n = 360,000) | purified T. brucei MetRS, ATP depletion, Kinase-Glo luminescence | inhibition, % at 11.9 µM;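 active means inhibition above a per-plate cutoff of the control wells' mean inhibition plus 3 SD, cut at about 5.5% in these data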;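 further: 0% = DMSO wells median and 100% = median of wells with control inhibitor compound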
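Material – parasite MetRS enzyme · Medium – HEPES-MgCl2-KCl buffer plus DTT, spermine, BSA, pyrophosphatase · Reagent – ATP, methionine and E. coli bulk tRNA substrates · Times – 15 min enzyme-compound preincubation, 2 h reaction, 10 min detection, 25 °C · Measured by – luminescence of leftover ATP · Evaluation – percent inhibition relative to median high and low control wells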
STEP inh = STEP phosphatase inhibitors, primary screen, biochemical, fluorescence intensity, uHTS; actives 0.25% (n = 360,000); Tyrosine-protein phosphatase non-receptor type 5 (Homo sapiens), P54829; AID 588621, 2011; inhibition, % at 20 µM; recombinant STEP, OMFP fluorogenic substrate;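 active means inhibition at 20 µM, scaled per plate between control wells, above about 37%, limit read from the data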;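 further: 0% = DMSO with enzyme and substrate and 100% = substrate only without enzyme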
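System: STEP phosphatase, cell-free reaction; Buffer or medium: Bis-Tris pH 6.0 buffer with DTT, detergent; Incubation: 20 min at room temperature, dark; Measured by: fluorescence, 480/540 nm.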
LMPTP block = LMPTP phosphatase inhibitors, primary screen, biochemical, fluorescence intensity, uHTS; actives 0.22% (n = 360,000); inhibition, % at 20 µM; AID 651560, 2012; Low molecular weight phosphotyrosine protein phosphatase (Homo sapiens), P24666; recombinant LMPTP-A, OMFP fluorogenic substrate;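 active means compounds that cut the enzyme signal by at least half of the control window in the single-dose screen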;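 further: plate controls were DMSO wells with enzyme plus substrate for no effect and substrate without enzyme for full effect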
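Test system: LMPTP-A, protein tyrosine phosphatase of low molecular weight; Input: 0.625 nM enzyme; Incubation: 50 min dark incubation at room temperature; Signal: endpoint fluorescence intensity from OMFP dephosphorylation; Read-out basis: % inhibition versus control wells.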
PABP1 MLLE inh = inhibitors of PABP1 MLLE–PAM2 peptide binding, primary screen, biochemical, fluorescence polarization, FITC-PAM2, GST-MLLE; inhibition, % at 20 µM; actives 0.36% (n = 360,000); AID 588489, 2011; in the data active means inhibition above about 35%, passing the limit was not always enough;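 further: plate controls were DMSO wells with GST-MLLE for no effect and wells lacking GST-MLLE protein for full effect; some results filed as inactive read as strong as hits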
Target sequence (P11940 whole entry, looked up): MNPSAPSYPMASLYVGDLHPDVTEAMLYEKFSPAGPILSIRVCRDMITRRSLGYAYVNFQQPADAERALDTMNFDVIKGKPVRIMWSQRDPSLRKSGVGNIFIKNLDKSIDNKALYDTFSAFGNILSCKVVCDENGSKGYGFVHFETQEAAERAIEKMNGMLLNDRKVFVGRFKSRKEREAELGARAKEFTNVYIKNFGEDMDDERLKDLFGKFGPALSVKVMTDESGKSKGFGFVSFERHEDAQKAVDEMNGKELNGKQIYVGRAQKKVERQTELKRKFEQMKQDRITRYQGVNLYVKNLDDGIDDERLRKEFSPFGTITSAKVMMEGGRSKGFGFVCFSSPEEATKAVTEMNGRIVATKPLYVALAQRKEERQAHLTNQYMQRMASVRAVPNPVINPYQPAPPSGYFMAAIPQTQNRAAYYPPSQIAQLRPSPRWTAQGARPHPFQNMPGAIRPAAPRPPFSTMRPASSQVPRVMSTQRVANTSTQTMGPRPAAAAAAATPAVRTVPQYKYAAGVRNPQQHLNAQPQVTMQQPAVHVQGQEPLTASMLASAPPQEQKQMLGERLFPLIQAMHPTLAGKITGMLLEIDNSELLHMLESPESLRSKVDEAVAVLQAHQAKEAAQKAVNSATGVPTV
Scp1 inh = Scp-1 phosphatase inhibitors, primary screen, biochemical, colorimetric, uHTS. inhibition, % at 20 µM. Recombinant Scp1, phosphopeptide, malachite green phosphate absorbance. actives 0.88% (n = 340,000). Carboxy-terminal domain RNA polymerase II polypeptide A small phosphatase 1 (Homo …;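 active means inhibition above about 50% at 20 µM, limit read from the data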;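 further: plate controls were DMSO wells with enzyme for no effect and wells lacking enzyme for full effect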
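Times: enzyme reaction 45 min at room temperature, colour 5 min, stabilisation 30 min. Material: SCP-1 catalytic fragment, aa 76-261. Medium: Acidic Tris acetate buffer with magnesium and detergent. Signal: colorimetric free-phosphate detection, absorbance 630 nm. Read-out basis: % inhibition of SCP-1 phosphate liberation. Reagent: Phosphorylated 17-residue peptide substrate.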
NadD inh = inhibitors of S. aureus NadD, primary screen, biochemical, colorimetric, uHTS; Nicotinate-nucleotide adenylyltransferase NadD (Staphylococcus aureus N315); inhibition, % at 20 µM; purified NadD enzyme, colorimetric absorbance read-out; actives 0.78% (n = 360,000); in the data active means inhibition above about 26%; further: some compounds past the cut are filed as inactive
CSN deneddyl inh = inhibitors of CSN-mediated cullin deneddylation, primary screen, biochemical, fluorescence polarization, uHTS; actives 0.38% (n = 360,000); Purified CSN, SCF-Nedd8-OG deneddylation; COP9 signalosome complex subunit 5 (Homo sapiens), Q92905; inhibition, % at 12.5 µM;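 active means pattern-corrected inhibition above about 35%, with an unprinted fluorescence ratio check between 0.5 and 1.5, limit read from the data, passing the limit was not always enough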;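 further: 0% = enzyme with substrate and 100% = substrate without enzyme; some results filed as inactive read as strong as hits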
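Schedule: reaction 90 min, room temperature / Assay system: HEK293T-derived human Csn5 enzyme / Input: Csn5 at 0.24 nM final / Measure: inhibition of Csn5 cleavage, % / Control set: substrate-only high control, full reaction low control / Technique: fluorescence polarization of the substrate / Buffer or medium: Tris/NaCl/DTT buffer, pH 7.5 / Reagent: SCFSkp2-Nedd8OG substrate at 10 nM final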
Rpn11 block = Rpn11 (PSMD14) deubiquitinase inhibitors, primary screen, biochemical, fluorescence polarization, uHTS; human 26S proteasome, Ub4-pepOG fluorescence polarization; 20S core pre-blocked with epoxomicin; calls only at 20 µM; actives 0.59% (n = 360,000); AID 588493, 2011;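 active means inhibition at 20 µM, scaled to each plate's controls, above about 33%, limit read from the data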
Target sequence (O00487 whole entry, looked up): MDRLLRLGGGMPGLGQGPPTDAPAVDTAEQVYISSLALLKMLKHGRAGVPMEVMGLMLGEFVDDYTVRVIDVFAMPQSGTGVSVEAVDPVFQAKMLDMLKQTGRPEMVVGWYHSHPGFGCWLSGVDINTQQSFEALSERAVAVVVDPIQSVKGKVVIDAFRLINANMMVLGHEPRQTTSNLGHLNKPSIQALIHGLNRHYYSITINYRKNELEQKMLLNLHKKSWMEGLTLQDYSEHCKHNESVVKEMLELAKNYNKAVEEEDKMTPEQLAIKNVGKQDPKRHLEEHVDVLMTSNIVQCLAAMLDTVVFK
* marks the source's active call; other numbers are inactive results; i = inactive; . = not tested or not shown.

No.	structure	TbMetRS inhib	CSN deneddyl inh	Scp1 inh	DNMT1 inh	NadD inh
1	COc1ccc(S(=O)(=O)N2CCc3ccccc32)cc1C(=O)Nc1cccnc1	-0.8	-2	-2	-2	-7
2	CSc1ccccc1OCc1cc(C(=O)N2CCC(Oc3cccnc3)CC2)no1	0.1	-3	.	-6	2
3	CCC(Oc1ccccc1)C(=O)Nc1ccc(-c2nnc(-c3ccco3)o2)cc1 (stereo not drawn)	-0.5	-1	-19	-6	-1
4	COc1ccccc1C(=O)NC(CCSC)C(=O)NCc1ccccn1 (stereo not drawn)	-0.5	-4	-6	2	0
5	CC(C)(CO)N1CCN(C(=S)Nc2ccccc2)CC1	0.5	4	1	2	1
6	CCOC(=O)COn1c(=O)c(=O)n(OC)c2ccccc21	-1.5	-4	2	-1	-1
7	CCOc1ccc(OCC)c(NC(=O)CSc2nnc(Cn3cnc4ccccc43)n2C)c1	-0.2	0	-1	0	1
8	CCCn1nc(C(=O)N2CCN(c3ccccn3)CC2)c2ccccc2c1=O	-0.3	1	-7	0	5
9	O=C(C1CCC(Cn2c(=S)[nH]c3ccccc3c2=O)CC1)N1CCOCC1 (stereo not drawn)	-0.3	-1	-8	0	-2
10	Cc1cc(-c2nn(-c3ccccc3F)cc2CN2CCCC(O)C2)c(C)s1 (stereo not drawn)	-1.6	0	6	1	-4

No.	PABP1 MLLE inh	SUMO1-SIM PPI	STEP inh	Rpn11 block	LMPTP block
1	15	3	5	i	0.6
2	-11	3	3	i	4.1
3	-2	-1	0	i	2.8
4	2	4	-2	i	-0.1
5	-23	5	0	i	-1.6
6	2	-6	-4	i	-0.7
7	5	4	6	i	-0.8
8	-15	2	0	i	-1.7
9	-36	2	-1	i	0.6
10	-1	0	-2	i	-1.1

Further compounds
No.	structure	TbMetRS inhib	CSN deneddyl inh	Scp1 inh	DNMT1 inh	NadD inh
11	COc1cc(C(C#N)N2CCC(c3ccccc3)=N2)ccc1O (stereo not drawn)	-0.3	-2	-8	-2	-4
12	O=C(NCc1ccc2c(c1)OCO2)C1CC(=O)N(c2ccc(Cl)cc2)C1 (stereo not drawn)	8.9*	2	-4	0	-7
13	CSCCC(NC(=O)c1ccc([N+](=O)[O-])cc1Cl)C(=O)OCC(=O)NC1CCCC(C)C1C (stereo not drawn)	-0.3	-1	-5	-1	-8
14	O=C(NCc1ccco1)c1ccccc1-c1nc(-c2ccccc2)no1	-1.7	-4	-1	3	-1
15	Cn1c(=O)c2c(nc(N/N=C/c3cccs3)n2Cc2ccccc2)n(C)c1=O	-0.5	3	-3	1	5
16	CCC(C)c1ccccc1NC(=S)Nc1cccnc1 (stereo not drawn)	0.2	6	-12	3	0
17	N#Cc1nc(COc2ccc(Cl)cc2)oc1N1CCCCCC1	0.5	-3	-7	6	-6
18	c1ccc(-c2nnc(CN3CCN(c4ccccc4)CC3)o2)cc1	-0.5	3	-12	-3	-7
19	COC(=O)c1cc(S(=O)(=O)N(C)Cc2ccco2)c[nH]1	-0.3	-2	-2	3	5
20	CC(C)CN(C(=O)COC(=O)/C=C/c1ccc(Cl)c(Cl)c1)c1c(N)n(Cc2ccccc2)c(=O)[nH]c1=O	-0.2	1	-6	27	17

No.	PABP1 MLLE inh	SUMO1-SIM PPI	STEP inh	Rpn11 block	LMPTP block
11	0	-5	1	i	0.4
12	-8	1	5	i	0.6
13	8	-22	-2	i	-1.8
14	-9	3	0	i	0.3
15	-8	-10	2	i	-0.4
16	31	-2	3	i	-1.4
17	-3	-1	1	i	4.0
18	-4	1	1	i	-1.5
19	-8	-4	-1	i	-1.5
20	-18	5	0	i	0.8

Next part:
No.	structure	TbMetRS inhib	CSN deneddyl inh	Scp1 inh	DNMT1 inh	NadD inh
21	O=S(=O)(c1cc(F)ccc1F)N1CCN(c2ccccn2)CC1	-0.7	2	-9	-1	-5
22	Cc1ccc(C)c(Nc2cc(C(=O)NCc3cccnc3)c3ccccc3n2)c1	-1.2	-2	-16	1	3
23	CN1CC2([N+](=O)[O-])CC=C(OCCO)C([N+](=O)[O-])(C1)C2 (stereo not drawn)	-1.4	-6	6	9	1
24	COc1ccc2c(c1)[C@@H]1[C@H](CO2)[C@H](c2ccccc2)[C@]2(C)C(=O)Nc3ccc(C)cc3C(=O)N12	0.8	-4	-18	-12	7
25	Cn1c(SCC(=O)NNC(=O)c2ccc(Cl)cc2)nnc1-c1cccnc1	0.0	5	-8	7	-2
26	O=C(CCN1C(=O)c2ccccc2C1=O)N1CCOCC1	0.1	5	-4	1	-9
27	CCCN(CCC)Cc1cc(=O)oc2cc(C)ccc12	0.9	-7	.	2	-4
28	Cc1cc(C(=O)N2CCN(C(c3ccccc3)c3ccccc3)CC2)on1	0.0	1	-7	0	1
29	Cc1cccc(NC(=O)c2cc(S(=O)(=O)N3CCc4ccccc43)cn2C)c1C	-0.3	2	-8	37	1
30	COc1ccc(CNC(=O)C2CCC(CNS(=O)(=O)c3cccc4cccnc34)CC2)cc1 (stereo not drawn)	-0.2	5	-7	-2	2

No.	PABP1 MLLE inh	SUMO1-SIM PPI	STEP inh	Rpn11 block	LMPTP block
21	7	3	-2	i	-0.8
22	-5	4	1	i	0.7
23	1	0	-1	i	-1.2
24	7	3	1	i	2.1
25	-1	1	-3	i	-1.6
26	10	-7	0	i	1.1
27	-7	0	2	i	0.2
28	7	9	2	i	1.0
29	2	18	1	i	-0.2
30	-7	0	3	i	-0.2

An excerpt from above in order of heavy-atom count, largest number first:
No.	structure	TbMetRS inhib	CSN deneddyl inh	Scp1 inh	DNMT1 inh	NadD inh
30	COc1ccc(CNC(=O)C2CCC(CNS(=O)(=O)c3cccc4cccnc34)CC2)cc1 (stereo not drawn)	-0.2	5	-7	-2	2
29	Cc1cccc(NC(=O)c2cc(S(=O)(=O)N3CCc4ccccc43)cn2C)c1C	-0.3	2	-8	37	1
21	O=S(=O)(c1cc(F)ccc1F)N1CCN(c2ccccn2)CC1	-0.7	2	-9	-1	-5
26	O=C(CCN1C(=O)c2ccccc2C1=O)N1CCOCC1	0.1	5	-4	1	-9
23	CN1CC2([N+](=O)[O-])CC=C(OCCO)C([N+](=O)[O-])(C1)C2 (stereo not drawn)	-1.4	-6	6	9	1

No.	PABP1 MLLE inh	SUMO1-SIM PPI	STEP inh	Rpn11 block	LMPTP block
30	-7	0	3	i	-0.2
29	2	18	1	i	-0.2
21	7	3	-2	i	-0.8
26	10	-7	0	i	1.1
23	1	0	-1	i	-1.2

Later entries.
No.	structure	TbMetRS inhib	CSN deneddyl inh	Scp1 inh	DNMT1 inh	NadD inh
31	CCN(CC)CCC/C(=N\O)C(O)(c1ccccc1)c1ccccc1	-1.3	-2	2	-1	-2
32	COCCNC(=O)c1cnn2c(C(F)(F)F)cc(-c3ccc4c(c3)OCO4)nc12	0.1	2	-6	5	-1
33	O=C(O)CCc1cccnc1	-1.1	3	-11	-5	-4
34	COc1cc(OC)nc(NC(=O)CCl)n1	0.2	0	-2	-1	1
35	CNC(=O)C(=O)NCC1OCCCN1S(=O)(=O)c1ccc2c(c1)OCCO2 (stereo not drawn)	-0.5	-4	-9	-1	-6
36	Cc1cc(C(=O)CSc2nnc(-c3ccco3)o2)c(C)n1Cc1ccco1	0.0	7	0	19	0
37	CC1=NN(c2ccc(F)cc2)C(=O)C1C(c1cccc(O)c1)c1c(C)[nH]n(-c2ccc(F)cc2)c1=O (stereo not drawn)	19*	5	-9	-24	4
38	Cc1ccccc1OCCNC(=O)/C=C/c1ccc([N+](=O)[O-])cc1	-0.7	0	-8	-2	-6
39	O=C(CCNS(=O)(=O)c1ccc(Br)cc1)N1CCCCCCC1	-0.6	-5	5	1	-7
40	CN(NS(=O)(=O)c1ccc([N+](=O)[O-])cc1)c1ccccc1	0.1	-2	.	-2	18
41	Clc1ccccc1-c1nc(/C=N/N2CCOCC2)c2ccccn12	-0.3	-2	-5	-4	-3

No.	PABP1 MLLE inh	SUMO1-SIM PPI	STEP inh	Rpn11 block	LMPTP block
31	6	2	-2	i	-0.7
32	-10	2	0	i	-1.0
33	-6	-3	-1	i	-2.1
34	11	0	1	i	-0.9
35	2	0	0	i	-2.1
36	-44	8	1	i	7.0
37	14	13	-3	i	4.3
38	1	-22	-1	i	0.4
39	0	1	0	i	3.5
40	-34	-5	-4	i	-0.5
41	3	-10	2	i	-0.3

High-throughput results from PubChem BioAssay.

The order is random; overall some 3.6% were active at least once.
